Pf growth 96h: P. falciparum growth inhibition at 96 hours | 320,000 compounds, 6.9% hits | Potency, µM (titrated, usually from 28.7 µM), for the others: at the highest dose activity change, negative = inhibition, most hits filed as inhibitors | AID 504834 | P. falciparum luciferase reporter growth, 96 h; note: potency is the fitted concentration of half-maximal effect; % is set by controls: 0 for no effect and ±100 for the full control effect
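Two-generation exposure (96 h) targets delayed-death phenotype. Reporter parasites carrying integrated firefly luciferase, in red cells at 2% hematocrit and 0.05% parasitemia final, kept at 37 C, 5% CO2; luminescence loss indicates inhibition.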
CHX counter: counter-screen for Shiga toxin inhibitors: cycloheximide protein synthesis inhibition; cell reporter, cycloheximide protein synthesis inhibition counterscreen; max response, %; 300,000 compounds, 12% hits; AID 2314; in the data active = max response mostly above about 13%, no sharp cut-off; inactive = mostly below about 14%; note: read at 38.3 µM for the half of the compounds with a filed dose; 0% is about no effect
Pf growth 48h: P. falciparum growth inhibition at 48 hours (one generation). P. falciparum luciferase growth in erythrocytes, 48 h. Potency, µM (series often up to 28.7 µM), without a hit: at the highest dose activity change, negative = inhibition, hits mostly inhibitors. 310,000 compounds, 5.9% hits; note: potency is the fitted concentration of half-maximal effect; % is set by controls: 0 for no effect and ±100 for the full control effect
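Compounds are pin-transferred into medium, infected erythrocytes (2% hematocrit, 0.1% parasitemia final) are added, and plates sit one parasite generation at 37 C in 5% CO2. Detection reagent is then added and luminescence measured.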
LmPK inhibitor: blocks Leishmania mexicana pyruvate kinase activity; Q27686; purified LmPK, Kinase-Glo ATP luminescence, 1 h; Potency, µM (doses to about 57.5 µM), inactives show top-dose activity change, negative = inhibition, actives largely listed as inhibitors; 290,000 compounds, 0.37% hits; note: potency is the fitted concentration of half-maximal effect; % is set by controls: 0 for no effect and ±100 for the full control effect
Target sequence (Q27686 whole entry, looked up): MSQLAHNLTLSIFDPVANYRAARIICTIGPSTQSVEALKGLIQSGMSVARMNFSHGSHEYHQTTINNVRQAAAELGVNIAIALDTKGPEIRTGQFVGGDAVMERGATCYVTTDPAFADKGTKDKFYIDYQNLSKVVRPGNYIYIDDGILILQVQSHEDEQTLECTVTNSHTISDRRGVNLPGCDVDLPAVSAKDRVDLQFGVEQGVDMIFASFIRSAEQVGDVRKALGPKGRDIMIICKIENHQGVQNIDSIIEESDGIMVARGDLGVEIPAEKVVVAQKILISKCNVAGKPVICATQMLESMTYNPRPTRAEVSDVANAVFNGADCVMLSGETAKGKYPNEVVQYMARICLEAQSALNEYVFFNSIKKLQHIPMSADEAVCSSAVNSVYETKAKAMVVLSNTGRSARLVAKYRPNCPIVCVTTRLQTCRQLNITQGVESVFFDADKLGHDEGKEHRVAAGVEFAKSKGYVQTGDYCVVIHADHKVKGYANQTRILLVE
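Screened at intermediate enzyme activity to detect both inhibitors and activators: LmPK at 0.1 nM, with a 0.5 nM enzyme column as activation reference. PEP 0.5 mM, ADP 0.1 mM; ATP detected by luminescence after 1 h.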
HCV inh: blocks hepatitis C virus; Huh7.5.1 HCVcc-Cre infection, luciferase reporter, 44 h; Potency, µM (series often up to 41.8 µM), for inactives: at the top dose activity change, negative = inhibition, most hits filed as inhibitors; 340,000 compounds, 3.4% hits; AID 651820; note: potency is the fitted concentration of half-maximal effect; % is set by controls: 0 for no effect and ±100 for the full control effect
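Reporter virus HCVcc-Cre (~0.5 moi) infects cells exposed to compound; seeding density 1,000 cells/well with 4 h settling beforehand. Luminescence, 15 sec read, taken 44 h post-infection following a 15 min RT substrate incubation.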
Shiga inhibitor: blocks Shiga toxin action in Vero cells; Vero cells, Shiga toxin protein synthesis inhibition reporter; inhibition, % at 38.7 µM; 290,000 compounds, 9.2% hits; AID 2315; in the data active = inhibition mostly above about 28%, no sharp cut-off; inactive = mostly below about 43%; note: 0% is about no effect
Tb PYK inh: blocks Trypanosoma brucei pyruvate kinase. Q57TT1. TbPYK enzyme, Kinase-Glo Plus ATP luminescence, 45 min. Potency, µM (doses to about 76.8 µM), for inactives: at the highest dose activity, negative = inhibition, hits mostly inhibitors. 410,000 compounds, 0.12% hits. AID 624173; note: potency is the fitted concentration of half-maximal effect; % is set by controls: 0 for no effect and ±100 for the full control effect; nearly all actives have a fitted effect of over 50% in size
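Glycolytic pyruvate kinase of T. brucei was incubated with substrate, test compound and 130 uM ADP for 45 minutes at room temperature. Luminescent Kinase-Glo Plus signal was measured after 10 minutes.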
* hit, by the source's call; i = inactive; ? = inconclusive; . = no result given; [ ] = another dose, or the depositor's remark. Unless noted, calls come from the whole dose curve; as a rule, active = well fitted curve in the direction sought with a large enough effect; inconclusive = small, poorly fitted or top-dose-only effect, or another doubt; inactive = no such curve, though single readings can be large; an effect the other way counts as inactive or inconclusive.

Compound | Pf growth 96h | CHX counter | Pf growth 48h | LmPK inhibitor | HCV inh | Shiga inhibitor | Tb PYK inh
Cc1cc2nc(/C=C/c3cccnc3)[nH]c2cc1C | -1% | 31* | -81% | -6% | -7% | 40* | 3%
Cc1nn(C)c(=O)n1-c1ccc(OCc2ccccc2)cc1 | 172%[activator] | 44* | 169%[activator] | 14µM* | 2% | 89* | -17%
COc1ccccc1CNC(=O)Cn1cc([N+](=O)[O-])ccc1=O | 28% | -3 | 28% | -5% | 2% | 50* | -7%
Cc1c(NC(=O)CC2NC(=O)NC2=O)c(=O)n(-c2ccccc2)n1C (stereo unspecified) | 4% | 0 | 12% | 13% | . | -23 | .
Cc1ccccc1CN1CCNCC1 | 7% | 2 | 14% | 0% | 16% | -1 | 1%
CCn1cc(/C=C2/SC(=S)NC2=O)c(C)n1 | ? | 3 | 29% | -18% | -23% | -10 | -18%
CCN(CC)S(=O)(=O)c1ccc(NC2CCN(Cc3ccccc3)CC2)nc1 | ? | -6 | -18% | -2% | -19% | -7 | -2%
CN1CCN(c2ccc(NC(=O)c3ccc4c(c3)OCCO4)cc2Cl)CC1 | 39%[activator] | 39* | 2% | -1% | -11% | 78* | 2%
Cc1ccc([N+](=O)[O-])cc1NC(=O)C1CCCC1 | ? | -3 | 15% | 0% | ? | -12 | 0%
COc1ccc(/C(C)=N/Nc2cccc(C(=O)O)c2)cc1OC | 193%[activator] | 104* | i | 0% | 24% | 187* | -15%
Cc1onc(-c2ccccc2)c1C(=O)Nc1nnc(N2CCCCCC2)s1 | 107%[activator] | 4 | ? | 6% | 1% | 9 | 0%
O=C(NC1CCCCC1)c1cc(S(=O)(=O)N2CCCC2)ccc1Cl | 4% | -9 | -13% | -7% | ? | -6 | 1%

Fetched one by one from the entries so far, four records:
Compound | Pf growth 96h | CHX counter | Pf growth 48h | LmPK inhibitor | HCV inh | Shiga inhibitor | Tb PYK inh
COc1ccccc1CNC(=O)Cn1cc([N+](=O)[O-])ccc1=O | 28% | -3 | 28% | -5% | 2% | 50* | -7%
CCN(CC)S(=O)(=O)c1ccc(NC2CCN(Cc3ccccc3)CC2)nc1 | ? | -6 | -18% | -2% | -19% | -7 | -2%
Cc1onc(-c2ccccc2)c1C(=O)Nc1nnc(N2CCCCCC2)s1 | 107%[activator] | 4 | ? | 6% | 1% | 9 | 0%
Cc1ccc([N+](=O)[O-])cc1NC(=O)C1CCCC1 | ? | -3 | 15% | 0% | ? | -12 | 0%

(continued)
Compound | Pf growth 96h | CHX counter | Pf growth 48h | LmPK inhibitor | HCV inh | Shiga inhibitor | Tb PYK inh
CC1C/C(=C/c2cccn2C)C(=O)/C(=C/c2cccn2C)C1 (stereo unspecified) | ? | 29* | . | 1% | 6.3µM* | 49* | 0%
CCOc1ccc(NC(=O)CSc2nnc(Cc3ccccc3)c(=O)n2N)cc1 | 23% | . | -1% | . | 10% | . | -11%
Cc1ccc(C(=O)C(c2ccccc2)N2Cc3ccccc3C2=N)cc1 (stereo unspecified) | 10µM* | 2 | ? | 0% | ? | 11 | -1%
CCN(c1ccccc1)S(=O)(=O)c1ccc(C(=O)NCCCn2ccnc2)cc1 | 0% | -1 | -11% | 1% | -2% | -11 | 4%
O=[N+]([O-])c1ccc(Sc2ccccc2)nc1 | -110% | -2 | -1% | -1% | 17% | 10 | 1%
CC1CN(C(=O)Nc2ccc(Br)cc2Cl)CC(C)O1 (stereo unspecified) | ? | 1 | -13% | -1% | 18% | -1 | 4%
Cc1ccc(C)c(NC(=O)NCCN2CCCCC2)c1 | ? | -1 | -8% | 0% | 3% | -5 | -3%
COc1ccc(N2CCN(C(=O)Cn3cnc4c3c(=O)n(C)c(=O)n4C)CC2)cc1 | 25% | -2 | -18% | -1% | 20% | -4 | 0%
COc1cc(/C=N/NC(=O)c2cccc(S(=O)(=O)N3CCCC3)c2)cc(OC)c1O | 13% | . | 5% | . | 8%[8.37 µM] | . | 28%
CC(CN1CCOCC1)OC(=O)C(C)(c1ccccc1)c1ccccc1 (stereo unspecified) | ? | 0 | ? | 3% | 3% | -7 | 1%
CCC(=O)Nc1ccc(O)cc1 | 1% | . | 3% | . | . | . | 0%
CCOC(=O)Cc1csc(NC(=O)c2sc3nc4cc(C)ccc4cc3c2N)n1 | -26% | 8 | 2% | 1% | 5% | 10 | -13%

Taken from above.
CC1CN(C(=O)Nc2ccc(Br)cc2Cl)CC(C)O1 (stereo unspecified) – Tb PYK inh: 4%
CCC(=O)Nc1ccc(O)cc1 – Pf growth 96h: 1%
Cc1ccc(C(=O)C(c2ccccc2)N2Cc3ccccc3C2=N)cc1 (stereo unspecified) – CHX counter: 2

More structures
Compound | Pf growth 96h | CHX counter | Pf growth 48h | LmPK inhibitor | HCV inh | Shiga inhibitor | Tb PYK inh
CC(C)(C)c1ccc(-c2nn(CCC#N)cc2/C=N/O)cc1 | 18% | 6 | 12% | 2% | 8% | 46 | 7%
CCOC(=O)C1CCCN(C(=O)c2sc3nc(-c4ccc(F)cc4)cn3c2C)C1 (stereo unspecified) | ? | 20 | ? | 2% | 16% | 13 | -4%
Cn1c(=O)n(CC(=O)Nc2ccccc2)c2ccccc21 | ? | -1 | 1% | -2% | 8% | -6 | 0%
CC(C)O/N=C1\C(=O)N(c2ccccc2)c2ccccc21 | ? | 5 | ? | 10% | -22% | 1 | 4%
Cn1c(N)c(C(=O)COC(=O)c2cc(-c3ccco3)nc3ccccc23)c(=O)n(Cc2ccccc2)c1=O | 9.3µM* | 11 | ? | 3% | 2%[8.37 µM] | -8 | .
Cc1ccc(S(=O)(=O)N2CCCCC2)cc1NC(=O)CSc1nncn1-c1ccccc1 | ? | -1 | ? | 0% | -13% | -16 | 5%
CC(C)(C)OC(=O)NCCCCCNC(=O)c1[nH]cnc1C(=O)Nc1ccon1 | 5.2µM* | . | ? | . | -10% | . | 2%
Cc1cc(C(=O)CSc2nnc(N)s2)c(C)n1C1CC1 | 23% | . | 44%[activator] | . | -6% | . | -13%
CCOc1ccc(NC(=O)Cc2ccccc2)c([N+](=O)[O-])c1 | ? | 10 | 40%[activator] | 0% | 5% | 4 | 0%
COc1ccc(NC(=O)C(Cc2ccccc2)NC(=O)c2ccco2)cc1OC (stereo unspecified) | ? | 6 | -13% | 3% | 13% | -3 | 1%
NC(=O)c1ccc(NCC2CCCO2)c([N+](=O)[O-])c1 (stereo unspecified) | -2% | 26 | 28% | 0% | 5% | 10 | 1%
Cc1onc(-c2ccccc2)c1C(=O)OCCOc1ccccc1F | -27% | 34* | ? | 3% | ? | 37 | -7%
O=C(Nc1ccccc1C(F)(F)F)C1CCN(C(=O)c2cccs2)CC1 | 28% | -3 | 22% | -2% | 16% | 1 | 1%
CCCC12C(=O)C(C)(C(c3ccccc3)=C1c1ccccc1)C1C(=O)N(c3ccc(C)cc3)C(=O)C12 (stereo unspecified) | 3.3µM* | -1 | 2.6µM* | 3% | 4.5µM* | 17 | -11%
COc1cc(/C=N/NC(=O)c2ccc(CN3C(=O)c4cccc5cccc3c45)cc2)cc(OC)c1O | ? | 0 | 8.3µM* | 1% | ? | -2 | -9%
CN(C)S(=O)(=O)c1cccc(-c2nnc3n2CCCCC3)c1 | 43%[activator] | -3 | 7% | 1% | 4% | 1 | -1%
Cc1ccc(Nc2nnc(SCC(=O)c3ccc(O)cc3O)s2)cc1 | 2.1µM* | 16 | ? | 0% | -1% | 16 | -12%
C=C(C)C(=O)Nc1cccc(C(C)=O)c1 | 39%[activator] | -4 | . | 5% | 12% | -11 | 0%
Cc1ccc(OCCOc2ccc(S(=O)(=O)N3CCCC3)cc2C(N)=O)cc1 | 7% | . | 7% | . | -3% | . | -5%
CCN(CC)S(=O)(=O)c1ccc(S(=O)(=O)N2CCC(N3CCCCC3)CC2)cc1 | 386%[activator] | -5 | -4% | 0% | -2% | 11 | -5%
COc1ccc(/C(C)=N\n2cnnc2)cc1 | 21% | -2 | 12% | 2% | 5% | -22 | -7%
O=C1CCCC2=C1C(c1cccs1)CC(=O)N2c1ccc(F)cc1 (stereo unspecified) | ? | 1 | -14% | 7% | 8% | -5 | -1%
COc1ccc(C(=O)NC(C)Cc2cnccn2)cc1OC1CCN(C(C)C)CC1 (stereo unspecified) | ? | -3 | ? | 1% | 4% | 2 | -10%
O=C(Nc1ccnn1C1CCN(Cc2c(F)cccc2Cl)CC1)C1CCCC1 | ? | -4 | ? | 7% | 8% | 13 | 5%
O=C1CSC(c2cccc(F)c2)N1c1ccccc1 (stereo unspecified) | 1% | 6 | 15% | -3% | 5% | -2 | 1%
O=C(NC1CCCC1)C(c1c[nH]c2ccccc12)N(C(=O)Cn1nnc(-c2ccc(Cl)cc2)n1)c1ccccc1 (stereo unspecified) | ? | -3 | ? | -2% | -25% | -5 | -2%
CC(C)C(O)C1CCN(Cc2nc(Cc3ccccc3Cl)no2)CC1 (stereo unspecified) | 4% | -3 | -18% | -5% | -17% | 10 | 2%
O=C(COc1cccnc1[N+](=O)[O-])NCc1ccco1 | 29% | 1 | 4% | 2% | 18% | -13 | -1%
COc1c(C)cc(C(=O)C2CCCN(Cc3cccc4nccnc34)C2)cc1C (stereo unspecified) | ? | 2 | ? | 2% | ? | -13 | -4%
O=C(c1cc2cc([N+](=O)[O-])ccc2s1)N1CCOCC1 | 20% | 10 | 13% | 9% | 5% | 11 | 1%
COCc1nnc(NC(=O)C2CC(=O)N(c3ccc(C)c(Cl)c3)C2)s1 (stereo unspecified) | ? | . | 2% | . | 33%[activator] | . | -3%
O=S(=O)(c1cc(Cl)ccc1Br)N1CCCCC1 | . | -3 | -29% | 1% | 8% | -12 | -2%
COCCCN(Cc1ccco1)C(=O)Cn1ncc2c([nH]c3ccccc32)c1=O | ? | -3 | ? | 3% | -2% | -9 | -6%
Cc1cc(C)c(S(=O)(=O)Nc2ccncc2)cc1C | 8% | 1 | 13% | -1% | 8% | -9 | -2%
N#Cc1ccsc1NC(=O)C1=COCCO1 | ? | . | -19% | . | 11% | . | -9%
CCCCN(C(=O)c1ccc(N(C)S(=O)(=O)c2ccc(C)cc2)cc1)c1c(N)n(CCC)c(=O)[nH]c1=O | ? | 6 | ? | -6% | 7% | -2 | -21%
C/C(CC(=O)Nc1cc(Cl)ccc1C)=N\NC(N)=O | 6% | -1 | 25% | 2% | 12% | 2 | 4%
Cc1ccc2c(c1)N(CC(=O)NCCCN1CC(C)CC(C)C1)C(=O)c1cccnc1O2 (stereo unspecified) | 60%[activator] | -2 | -5% | -5% | 11% | -8 | 2%
CCC(=O)N1CCN(c2ccc(Cl)cc2NC(=O)Cc2ccccc2)CC1 | -2% | -4 | -12% | 5% | -17% | -10 | 3%
O=C(CSc1cccc[n+]1[O-])CSc1cccc[n+]1[O-] | 0.19µM* | 7 | 9.3µM* | 2% | -19% | -8 | -9%
Cc1ccc(C(=O)NCC(=O)N2CCCCCC2)cc1 | 125%[activator] | 50* | 101%[activator] | 3% | -13% | 46* | -10%
